KOR beta-arrestin-1 – KOR agonists, beta-arrestin recruitment, primary screen, cell-based, luminescence, uHTS (AID 1777); KOR beta-arrestin recruitment, luminescence; higher % means a stronger effect; 280,000 tested, 0.02% active; Kappa-type opioid receptor (Homo sapiens); activation, % at 10 µM; hits with a dose series show EC50 in µM; in the data active = activation above about 50%, passing the limit was not always enough; note: a part of the inactive calls stands beside numbers as strong as those of hits
GPR55 beta-arrestin – GPR55 agonists via beta-arrestin recruitment, primary screen, imaging, U2OS cells, beta-arrestin-GFP redistribution (AID 1961); G-protein coupled receptor 55 (Homo sapiens); U2OS GPR55 beta-arrestin-GFP redistribution imaging; higher % means a stronger effect; activation, % at 10 µM, or EC50 in µM where a hit was titrated; 290,000 tested, 0.048% active;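 active = activation above 40% with more than 50 cells counted in the well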;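 note: U2OS osteosarcoma cells stably expressing GPR55 and beta-arrestin-GFP; plate controls were DMSO negative control for no effect and LPI positive control for full effect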
NOD2 inhibition – NOD2 signaling inhibitors, cell-based, luminescence, uHTS, HEK293 (AID 1566); HEK293 NOD2/NF-kB luciferase reporter, luminescence; higher % means a stronger effect; inhibition, % at 4 µM, or EC50 in µM where a hit was titrated; 290,000 tested, 0.63% active; note: many of its hits are not listed in these tables
AID2073 – inhibitors of Mint1-CaV2.2 protein interaction, biochemical, HTRF (AID 2073) | Voltage-dependent N-type calcium channel subunit alpha-1B (Homo sapiens) | HTRF protein-protein interaction, Mint1-CaV2.2; higher % means a stronger effect | inhibition, % at 20 µM, or IC50 in µM where a hit was titrated | 290,000 tested, 0.19% active; in the data active = inhibition mostly above about 51%, no sharp cut-off; note: some results filed as inactive read as strong as hits
Dynein cargo inh – inhibitors of GR-EGFP nuclear translocation, primary screen, dynein cargo transport inhibitor project, imaging, high-content, 3617.4 mouse cells. z-score, hits read low. 220,000 tested, 0.47% active. test concentration mostly 20 µM; stimulated with dexamethasone, 1 µM; active compounds read low;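 active = plate z-score of nuclear minus cytoplasmic receptor signal below a set negative limit, without overly bright fluorescence or cell loss, cut at about -3.5 in these data, passing the limit was not always enough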;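 note: z-score of nuclear minus cytoplasmic ring GR-EGFP intensity difference per well; some compounds called inactive have numbers as strong as hits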
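medium = tetracycline-free induction medium containing charcoal-stripped FBS | probe or stimulus = dexamethasone, 1.0 µM final | timing = 48 h induction, then 1 h compound, then 30 min agonist, 37 °C | detection = automated 10x imaging of fixed Hoechst-stained cells | read-out basis = nuclear versus cytoplasmic GR-EGFP signal, averaged per well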
P. falciparum M1AAP – P. falciparum M1AAP inhibitors, biochemical, fluorogenic H-Leu-NHMec substrate, 1536-well (AID 1445) | Aminopeptidase N (Plasmodium falciparum (isolate 3D7)) | recombinant M1AAP, H-Leu-NHMec fluorogenic kinetic assay; higher % means a stronger effect | one-dose inhibition, % at 30 µM; IC50 in µM for titrated hits | 220,000 tested, 0.42% active;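 active = primary inhibition above the hit cutoff, then over 50% inhibition at one or more dose response concentrations, cut at about 23% in these data, passing the limit was not always enough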;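 note: plate controls were DMSO full reaction for no effect and no enzyme background for full effect; strong numbers were not always called active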
P. falciparum M17LAP – P. falciparum M17LAP inhibitors, primary screen, biochemical, fluorogenic H-Leu-NHMec substrate, 1536-well (AID 1619); inhibition, % at 30 µM; hits with a dose series show IC50 in µM; Leucine aminopeptidase (Plasmodium falciparum (isolate 3D7)); 220,000 tested, 0.38% active; recombinant M17LAP, H-Leu-NHMec fluorogenic kinetic assay; higher % means a stronger effect;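 active = compound inhibiting the enzyme by more than half at any dose during confirmatory dose-response retesting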;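 note: plate controls were full reaction with DMSO carrier for no effect and no enzyme background for full effect; strong numbers were not always called active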
KOR beta-arrestin-2 – KOR antagonists, beta-arrestin recruitment, cell-based, luminescence, uHTS (AID 1778); Kappa-type opioid receptor (Homo sapiens); KOR beta-arrestin recruitment, luminescence, antagonist mode; higher % means a stronger effect; one-dose inhibition, % at 10 µM; IC50 in µM for titrated hits; 290,000 tested, 0.091% active; note: strong numbers were not always called active
NOD1 NF-kB reporter – NOD1 signaling inhibitors, primary screen, cell-based, luminescence, uHTS (AID 1578) | NOD1-driven NF-kB luciferase reporter cells, luminescence; higher % means a stronger effect | inhibition, % at 4 µM; hits with a dose series show EC50 in µM | 290,000 tested, 1% active; in the data active = inhibition mostly above about 36%, no sharp cut-off; inactive = mostly below about 34%;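 note: HEK-293T reporter cells stimulated with the NOD1 agonist gamma-tri-DAP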
Dynein cargo inh cytoplasmic EGFP – further read-out of Dynein cargo inh, marked with its call; z-score; measured here: cytoplasmic GR-EGFP intensity; active compounds read high
Dynein cargo inh nuclear GR-EGFP – further read-out of Dynein cargo inh, marked with its call; z-score; measured here: nuclear GR-EGFP intensity;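 lower value marks the stronger effect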
Dynein cargo inh cell count – further read-out of Dynein cargo inh, marked with its call; z-score; measured here: cell count per field
The depositor's hits bear a star; / = no result given; [ ] = remark or other dose. Cut-off read from the data, not from the text of the source, unless noted: active = inhibition above about 50%; inactive = the rest.

SMILES	KOR beta-arrestin-1	GPR55 beta-arrestin	NOD2 inhibition	AID2073	Dynein cargo inh	Dynein cargo inh cytoplasmic EGFP	Dynein cargo inh nuclear GR-EGFP	Dynein cargo inh cell count	P. falciparum M1AAP	P. falciparum M17LAP	KOR beta-arrestin-2	NOD1 NF-kB reporter
CCC1CCC2(CC1)NC(=O)N(CC(=O)c1c(C)[nH]c3ccccc13)C2=O (centres undefined)	2.5%	-0.1%	-11%	4%	0.62	-0.29	0.23	0.28	4%	-1%	13%	-25%
CC(=O)Nc1c(OC(C)=O)ccc2c(C)cc(=O)oc12	5.2%	-0.1%	4%	11%	0.53	-0.19	0.47	-0.6	9%	-239%	-42%	3%
CCS(=O)(=O)C1=NN2C(=N)/C(=C\c3ccc(OC(=O)c4ccco4)cc3)C(=O)N=C2S1	1.6%	0.3%	5%	8%	/	/	/	/	/	/	17%	-23%
CC(C)c1cc(N2CCC(=O)NC2=O)cc(C(=O)O)c1O	0.4%	-0.5%	10%	2%	-0.39	-0.31	-0.59	0.74	7%	6%	9%	-18%
Cc1nnc(N2C(=O)C(O)=C(C(=O)c3ccco3)C2c2cccc([N+](=O)[O-])c2)s1 (centres undefined)	1.1%	-0.2%	-2%	2%	/	/	/	/	/	/	-1%	-20%
COc1ccc(CCNS(=O)(=O)c2cn(C)c(=O)n(C)c2=O)cc1OC	-2.0%	-0.1%	9%	26%	-0.31	0.024	-0.11	-0.82	-1%	8%	-12%	-5%
COc1cccc(-c2nc3sc4c(c3c(=O)[nH]2)CCCCC4)c1	5.6%	0.1%	-45%	28%	-0.42	0.24	-0.5	0.34	-4%	14%	10%	-46%
Cc1ccc(C)c(OCCn2nnc3ccccc32)c1	3.5%	-0.2%	-28%	3%	/	/	/	/	/	/	5%	-40%
Cc1cc(NC(=O)CSc2nnc(-c3ccccc3)n2Cc2ccco2)no1	3.0%	-0.1%	-1%	1%	0.16	-0.24	-0.84	0.65	-8%	6%	-6%	-6%
Cc1nn2c(=O)cc(CSc3ccccc3NC(=O)c3ccccc3)nc2s1	6.6%	-0.1%	18%	-4%	/	/	/	/	/	/	-2%	-10%

Some of the entries above in another layout.
Sequence of screens – KOR beta-arrestin-1, GPR55 beta-arrestin, NOD2 inhibition, AID2073, Dynein cargo inh, Dynein cargo inh cytoplasmic EGFP, Dynein cargo inh nuclear GR-EGFP, Dynein cargo inh cell count, P. falciparum M1AAP, P. falciparum M17LAP, KOR beta-arrestin-2, NOD1 NF-kB reporter
- COc1cccc(-c2nc3sc4c(c3c(=O)[nH]2)CCCCC4)c1
    5.6%, 0.1%, -45%, 28%, -0.42, 0.24, -0.5, 0.34, -4%, 14%, 10%, -46%
- Cc1ccc(C)c(OCCn2nnc3ccccc32)c1
    3.5%, -0.2%, -28%, 3%, /, /, /, /, /, /, 5%, -40%
- Cc1cc(NC(=O)CSc2nnc(-c3ccccc3)n2Cc2ccco2)no1
    3.0%, -0.1%, -1%, 1%, 0.16, -0.24, -0.84, 0.65, -8%, 6%, -6%, -6%

New compounds follow
SMILES	KOR beta-arrestin-1	GPR55 beta-arrestin	NOD2 inhibition	AID2073	Dynein cargo inh	Dynein cargo inh cytoplasmic EGFP	Dynein cargo inh nuclear GR-EGFP	Dynein cargo inh cell count	P. falciparum M1AAP	P. falciparum M17LAP	KOR beta-arrestin-2	NOD1 NF-kB reporter
O=S1(=O)N=C(N(Cc2cccs2)c2ccc(O)cc2)c2ccccc21	/	0.2%	33%	-7%	0.77	-0.19	0.72	-0.9	-1%	-4%	-36%[20 µM]	-1%
CN1CCCN(C(=O)c2cccc(Cl)c2)CC1	0.3%	0.3%	5%	-1%	/	/	/	/	/	/	-24%[20 µM]	8%
CCC(=O)Nc1ccc(Nc2nc(C)c([N+](=O)[O-])c(Nc3ccc(NC(=O)CC)cc3)n2)cc1	-5.0%	-0.3%	9%	13%	2.1	-0.24	0.54	-1.4	2%	2%	0%	-16%
CCCCN(c1ccccc1)S(=O)(=O)N(C)C	1.0%	0.3%	18%	-6%	-0.15	-0.34	0.11	0.48	-3%	-6%	-41%[20 µM]	-8%
Nn1c(SCC(=O)N2CCOCC2)nnc1-c1ccc(Cl)cc1Cl	-1.6%	-0.2%	15%	-2%	-0.47	-0.069	-0.051	0.11	2%	4%	29%	6%
CNC(=S)NNc1ccccc1[N+](=O)[O-]	-5.2%	-0.3%	-5%	10%	-0.043	-0.2	0.15	-0.065	1%	25%	2%	-42%
COCCN(CCOC)C(=S)Nc1ccccc1	-1.9%	-0.1%	2%	-9%	-0.0032	-0.22	-0.37	0.94	8%	26%	-8%	-9%
CCSc1nnc2n1C(C)(C)Cc1ccccc1-2	3.8%	-0.1%	-4%	8%	-0.84	-0.058	-0.16	0.62	-4%	-5%	10%	-23%
Cc1ccc(N2CCN(S(=O)(=O)c3nnc(NC(=O)c4ccco4)s3)CC2)cc1	-0.4%	-0.1%	9%	13%	/	/	/	/	/	/	11%[20 µM]	-10%
COc1cccc(NS(=O)(=O)c2cc3[nH]c(=O)c(=O)[nH]c3cc2C)c1	-3.3%	-0.1%	0%	7%	/	/	/	/	/	/	23%	-28%

Random excerpt: four entries already listed.
SMILES	KOR beta-arrestin-1	GPR55 beta-arrestin	NOD2 inhibition	AID2073	Dynein cargo inh	Dynein cargo inh cytoplasmic EGFP	Dynein cargo inh nuclear GR-EGFP	Dynein cargo inh cell count	P. falciparum M1AAP	P. falciparum M17LAP	KOR beta-arrestin-2	NOD1 NF-kB reporter
CCS(=O)(=O)C1=NN2C(=N)/C(=C\c3ccc(OC(=O)c4ccco4)cc3)C(=O)N=C2S1	1.6%	0.3%	5%	8%	/	/	/	/	/	/	17%	-23%
Cc1nnc(N2C(=O)C(O)=C(C(=O)c3ccco3)C2c2cccc([N+](=O)[O-])c2)s1 (centres undefined)	1.1%	-0.2%	-2%	2%	/	/	/	/	/	/	-1%	-20%
COc1cccc(-c2nc3sc4c(c3c(=O)[nH]2)CCCCC4)c1	5.6%	0.1%	-45%	28%	-0.42	0.24	-0.5	0.34	-4%	14%	10%	-46%
Cc1nn2c(=O)cc(CSc3ccccc3NC(=O)c3ccccc3)nc2s1	6.6%	-0.1%	18%	-4%	/	/	/	/	/	/	-2%	-10%

Next part.
SMILES	KOR beta-arrestin-1	GPR55 beta-arrestin	NOD2 inhibition	AID2073	Dynein cargo inh	Dynein cargo inh cytoplasmic EGFP	Dynein cargo inh nuclear GR-EGFP	Dynein cargo inh cell count	P. falciparum M1AAP	P. falciparum M17LAP	KOR beta-arrestin-2	NOD1 NF-kB reporter
Nc1nc(SCC(=O)O)[nH]c(=O)c1NC(=O)c1ccccc1F	-5.5%	0.2%	15%	-1%	2.8	-0.19	1.9	-1.9	-6%	-5%	7%	1%
Fc1ccccc1CSc1nnc(-c2cccnc2)o1	-2.2%	0.3%	-43%	6%	-0.6	-0.17	-0.61	0.31	-1%	27%	-3%	-56%
CCCCNC(=O)NS(=O)(=O)c1ccc(NC(=O)CCC(=O)c2cccs2)cc1	-0.9%	-0.1%	-10%	6%	/	/	/	/	/	/	-18%	12%
O=C(O)c1cccnc1NC1CCCC1	-0.9%	0.0%	17%	9%	-0.74	-0.34	-0.56	0.37	6%	11%	-11%	2%
COc1ccc(-c2nnc(NC(=O)C(C)C)s2)c(OC)c1	1.4%	-0.2%	-11%	-2%	0.057	-0.13	0.33	-0.25	8%	7%	-1%	-26%
COc1ccc(/C=C/C(=O)OCC(=O)NCc2ccco2)c(OC)c1	-6.4%	0.2%	11%	1%	-1	-0.17	-0.53	0.58	9%	12%	-1%	-21%
c1cc2c(cc1C1=NNC(=NC3CC3)SC1)OCCO2	-2.0%	-0.2%	86%*	-10%	0.22	-0.16	-0.24	0.57	9%	69%	10%	97%*
CCCCCC(=O)NC(=S)Nc1ccc(NC(=O)c2ccco2)cc1	-1.3%	-0.2%	-4%	-6%	2	-0.051	1.4	-2	5%	2%	41%	-39%
Cc1ccccc1N(CC(=O)Nc1ccccc1C(=O)O)S(C)(=O)=O	-3.0%	-0.3%	-26%	-4%	-0.051	-0.21	-0.039	0.38	6%	14%	-22%	-5%
CCC(=O)N1CCc2cc(S(=O)(=O)NCCC(=O)NCc3ccccc3Cl)ccc21	0.8%	-0.1%	13%	-2%	/	/	/	/	/	/	12%	1%
CCOC(=O)NC(=O)/C(C#N)=N/Nc1ccc(F)cc1	5.9%	0.0%	-43%	-6%	-0.25	-0.1	0.3	1.1	3%	19%	-50%	15%
COc1ccc(NC2=C(C(C)=O)C(c3ccc(OC)cc3)C(C(C)=O)C(C)(O)C2)cc1 (centres undefined)	-6.2%	0.3%	2%	2%	0.073	-0.0054	0.66	-0.97	8%	8%	-12%	-23%
C=CCn1c(SCC(=O)c2ccc(Cl)s2)nc2ccccc2c1=O	5.9%	-0.1%	29%	6%	0.49	-0.078	0.26	-1.1	-3%	-2%	-16%	20%
O=C(NC1CCCc2ccccc21)C(Cc1ccccc1)NS(=O)(=O)c1cccs1 (centres undefined)	7.5%	0.2%	-2%	3%	-0.53	-0.26	-0.51	0.87	7%	-11%	2%	-13%
Cc1ccc(SCCNC(=O)c2ccccc2C)cc1	-5.0%	0.5%	9%	6%	-0.76	-0.34	-0.23	0.69	-2%	0%	12%	-12%
Cc1cc(C(=O)Nc2ccc(N3CCOCC3)c3nonc23)ccc1[N+](=O)[O-]	-1.4%	0.2%	11%	2%	/	/	/	/	/	/	-5%	-6%
COc1ccc(/C(C)=N/Nc2cccc(C(=O)O)c2)cc1OC	4.9%	0.0%	-68%	-29%	2.1	0.33	1.2	-0.21	4%	9%	-16%	-44%
Cc1nnc(SCC(=O)NC2CCCc3ccccc32)n1-c1ccccc1 (centres undefined)	2.3%	0.1%	4%	0%	-0.11	-0.31	0.97	-0.012	-1%	9%	15%	-2%
O=C(CN1CCN(Cc2ccc3c(c2)OCO3)CC1)N1CCc2[nH]c3ccccc3c2C1	-1.4%	0.3%	-21%	-2%	-0.41	-0.18	-0.042	0.33	2%	20%	-21%	-2%
O=C(NCc1ccccc1OC(F)(F)F)C1CCC(=O)N(Cc2ccccn2)C1 (centres undefined)	-2.2%	0.2%	5%	13%	/	/	/	/	/	/	-26%	-8%

Bioassay records (PubChem BioAssay)

Not all compounds are listed; the hit share may differ from the screen's.
